# H1N1 NS1A inhibition = H1N1 influenza NS1A inhibitors, functional cell based assay (AID 504329). 0.3% of 340,000 active. NS1A functional cell-based assay, percent inhibition; higher % means a stronger effect. inhibition, % at 12.5 µM, or IC50 in µM where a hit was titrated; in the data active = a potency from the dose series; inconclusive = inhibition above about 27% without an active follow-up result; also: strong numbers were not always called active
# M. tuberculosis = growth inhibition of non-replicating M. tuberculosis (AID 488890); Mycobacterium tuberculosis non-replicating, growth inhibition; higher % means a stronger effect; inhibition, % at 25 µM; hits with a dose series show IC50 in µM; 0.39% of 320,000 active; in the data active = a potency from the dose series; inconclusive = inhibition mostly from about 82% at the one dose, without a potency; inactive = the rest, 99 in 100 with inhibition below about 76%;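 also: plate controls were DMSO cells for no effect and high antibiotic wells for full effect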
# H37Rv inhibition = M. tuberculosis growth inhibition, HTS (AID 449762); M. tuberculosis H37Rv growth inhibition, 7H9 media; higher % means a stronger effect; inhibition, % at 25 µM; hits with a dose series show IC50 in µM; 0.59% of 330,000 active; in the data active = a potency from the dose series; inconclusive = inhibition above about 70% without an active follow-up result;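 also: bacterial growth assessed after seven days of incubation; strong numbers were not always called active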
# inhibitors of VEEV = inhibitors of VEEV TC-83 cytopathic effect, confirmation, Vero cells (AID 588727) | Vero cells, VEEV TC-83 cytopathic effect inhibition; higher % means a stronger effect | 0.13% of 350,000 active | inhibition, % at 20 µM; hits with a dose series show IC50 in µM; in the data active = a potency from the dose series; inconclusive = inhibition mostly from about 14% at the one dose, without a potency; inactive = the rest, 99 in 100 with inhibition below about 12%; also: strong numbers were not always called active
# PhoP GFP inhibition = Inhibition of PhoP regulon, Salmonella typhi GFP reporter cells, confirmation, 4 h (AID 1850). Salmonella Typhi PhoP-promoter GFP reporter, fluorescence, 4 h; higher % means a stronger effect. one-dose inhibition, % at 50 µM; IC50 in µM for titrated hits. 0.33% of 310,000 active; in the data active = a potency from the dose series; inconclusive = inhibition mostly from about 25% at the one dose, without a potency; inactive = the rest, 99 in 100 with inhibition below about 19%;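 also: 0% = induced wells with vehicle and 100% = uninduced wells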
# Starred values were filed as active, the others as inactive; i = inactive; ? = inconclusive; nt = not tested or not shown.
no.	SMILES	H1N1 NS1A inhibition	M. tuberculosis	H37Rv inhibition
1	CCOC(=O)c1ccc(NC(=O)CN2C(=O)CNC2=O)cc1	3%	-5%	-3%
2	CCc1sc(-c2ccccc2)nc1C(=O)OC	-5%	8%	-1%
3	C=CCc1c(C)nc(SC)nc1Nc1ccc(C(=O)O)cc1	-5%	-1%	-8%
4	O=S(=O)(c1ccc(-n2cnnn2)cc1)N1CCC(N2CCCCC2)CC1	0%	7%	-5%
5	Cc1cc(C)nc(SCCN(C)C)n1	-6%	3%	-8%
6	COc1ccc(OCC(=O)N2CCN(C(C)C)CC2)cc1	-11%	-8%	-5%
7	CC(NC(=O)c1cc2sccc2n1C)c1ccc2c(c1)OCCO2 (configuration not stated)	9%	16%	?
8	COc1ccc2cc3c(N)nn(C(=O)Cc4ccc(Cl)cc4)c3nc2c1	7%	nt	-4%
9	COc1cccc(C2CC(c3ccc(C)cc3)n3nc(N)nc3N2)c1 (configuration not stated)	9%	25%	-15%
10	CC(C)c1ccc(NC(=S)NN2CCOCC2)cc1	9%	-17%	1%
11	CC(=O)c1ccc(O[C@@H]2O[C@H](CO)[C@@H](O)[C@H](O)[C@H]2O)cc1	nt	7%	-3%
12	COc1ccc(-c2c(-c3ccccc3)c(C(=O)C(=O)NCCCN(C)C)n3ccc4cc(OC)c(OC)cc4c23)cc1OC	13%	?	27%

no.	inhibitors of VEEV	PhoP GFP inhibition
1	2.1%	0%
2	i	11%
3	i	-8%
4	0.5%	-2%
5	i	-2%
6	2.9%	-10%
7	?	-1%
8	1.6%	-10%
9	0.9%	-15%
10	0.5%	-8%
11	nt	nt
12	4.4%	-1%

# New compounds follow:
no.	SMILES	H1N1 NS1A inhibition	M. tuberculosis	H37Rv inhibition
13	O=C(COC(=O)CNS(=O)(=O)c1ccccc1)Nc1ncc(Cl)cc1Cl	-6%	-6%	-10%
14	CCc1nonc1NC(=O)COc1ccc(Cl)c(C)c1	2%	9.9µM*	10%
15	CCC(C)C(NC(=O)C1CCC(C)CC1)C(=O)NCCc1ccc(S(N)(=O)=O)cc1 (configuration not stated)	-12%	-6%	-3%
16	CCc1ccc(-n2nc3ccc(NC(=O)c4ccc5c(c4)OCO5)cc3n2)cc1	-18%	4%	-14%
17	Cc1ccc(Cn2cnc3ccccc32)cc1C	-7%	74%	9%
18	COCCN(C(=O)c1ccc(OCC(C)C)cc1)c1c(N)n(Cc2ccccc2)c(=O)[nH]c1=O	5%	22%	-3%
19	O=C(c1ccccc1Br)N(Cc1ccccc1)c1ccccc1	1%	11%	4%
20	Clc1ccc(CSc2ccc(-c3cccnc3)nn2)cc1	8%	35%	9%
21	O=C(NCc1ccco1)c1ccc(NS(=O)(=O)c2cccc([N+](=O)[O-])c2)cc1	-6%	30%	9%
22	CC(C)(C)c1cc[n+](-c2[nH]c(=O)sc2/C=N/N=C(\[O-])c2cccnc2)cc1	-2%	-10%	4%
23	Cc1ccc(C(=S)N2CCN(Cc3ccccc3)CC2)cc1	5%	-6%	-5%
24	CC(C)C(c1nnnn1Cc1ccc(F)cc1)N1CCN(C2CCCCC2)CC1 (configuration not stated)	3%	3%	-2%

no.	inhibitors of VEEV	PhoP GFP inhibition
13	4.0%	nt
14	1.2%	-3%
15	i	4%
16	i	1%
17	i	5%
18	1.6%	-2%
19	i	7%
20	0.2%	6%
21	0.8%	-3%
22	i	-38%
23	i	-2%
24	i	1%

# Whole records from above:
# `CCc1nonc1NC(=O)COc1ccc(Cl)c(C)c1` is entered as H1N1 NS1A inhibition: 2%; M. tuberculosis: 9.9µM*; H37Rv inhibition: 10%; inhibitors of VEEV: 1.2%; PhoP GFP inhibition: -3%
# `O=C(NCc1ccco1)c1ccc(NS(=O)(=O)c2cccc([N+](=O)[O-])c2)cc1` is entered as H1N1 NS1A inhibition: -6%; M. tuberculosis: 30%; H37Rv inhibition: 9%; inhibitors of VEEV: 0.8%; PhoP GFP inhibition: -3%

# Next section.
no.	SMILES	H1N1 NS1A inhibition	M. tuberculosis	H37Rv inhibition
25	Cc1cc(OCC(=O)NC2CCS(=O)(=O)C2)c2c3c(c(=O)oc2c1)CCC3 (configuration not stated)	10%	-2%	2%
26	Cc1noc(C)c1C(=O)N1CCCC1	4%	-5%	-2%
27	CC(=O)NC1CC2CCCC(C1)N2C(=O)Nc1ccccc1 (configuration not stated)	3%	-8%	-13%
28	CC(=O)Nc1nonc1-c1nc2ccccc2n1CCC#N	2%	0%	-1%
29	Cc1cc(C)cc(N(CC(=O)NCc2cccnc2)S(C)(=O)=O)c1	-8%	-10%	-11%
30	CCC(COC(=O)c1ccccc1)Oc1cc(NCc2ccccc2)c2ncn(C(C)C)c2c1 (configuration not stated)	18%	64%	-2%
31	CC(=O)C[C@@H](O)CC(=O)[C@@H]1OC(=O)[C@H](C)C/C=C\Cc2ccccc21	-3%	-4%	4%
32	NS(=O)(=O)c1ccc(Oc2ccc(S(N)(=O)=O)cc2)cc1	0%	7%	0%
33	COc1ccc(/C=C(\NC(=O)c2ccc(OC)cc2)C(=O)NC(CCSC)C(=O)O)cc1 (configuration not stated)	-1%	-6%	-9%
34	O=c1c2cccc3c2c(nn1-c1ccccc1)-c1ccccc1-3	3%	4%	-2%
35	CN1OC(Cn2cc(C#N)c(=O)n(C)c2=O)CC1c1ccccc1 (configuration not stated)	3%	-5%	-4%
36	COc1cccc(CN2CCCC(C(=O)N3CCCCC3)C2)c1 (configuration not stated)	4%	-3%	-2%

no.	inhibitors of VEEV	PhoP GFP inhibition
25	6.6%	-5%
26	i	13%
27	2.8%	8%
28	i	-12%
29	i	4%
30	0.9%	nt
31	0.5%	nt
32	1.4%	3%
33	0.5%	-2%
34	i	0%
35	0.1%	9%
36	i	-15%

# Next structures.
no.	SMILES	H1N1 NS1A inhibition	M. tuberculosis	H37Rv inhibition
37	Cc1ccc(C(=O)Nc2ccccc2C(=O)O)cc1S(=O)(=O)Nc1ccc(Br)cc1	-4%	1%	-8%
38	O=[N+]([O-])c1cccc(/C=N/n2c(C3CCCCC3)n[nH]c2=S)c1	3%	-17%	-15%
39	O=C(O)[C@H]1CCCN1S(=O)(=O)c1cccc2cccnc12	-1%	-8%	-4%
40	Cc1cc(C(=O)NCc2cccc(Cl)c2)c2ccccc2n1	-25%	9%	-3%
41	O=c1n(-c2ccccc2)c(=O)n(Cc2ccccn2)n1Cc1ccccn1	3%	-8%	-3%
42	O=S(=O)([O-])C(c1ccccc1)[n+]1ccccc1 (configuration not stated)	11%	3%	3%
43	c1ccc2c(c1)ncn2CCn1cnc2ccccc21	2%	7%	-2%
44	COc1cccc(NC(=O)c2cc(=O)c3ccccc3o2)c1	2%	17%	2%
45	O=[N+]([O-])c1cc2c(c(CSc3ncccn3)c1)OCOC2	3%	2%	2%
46	N#CC1=C(N)Oc2cc(N)ccc2C1c1ccsc1 (configuration not stated)	-7%	-12%	-2%
47	O=C(COC(=O)C12CC3CC(CC(O)(C3)C1)C2)Nc1cccc(Br)c1	-8%	nt	nt
48	CCNc1nc2[nH]c(=O)c3c(c2s1)OC(N)=C(C#N)C3c1ccc(C)cc1 (configuration not stated)	-1%	-6%	-2%

no.	inhibitors of VEEV	PhoP GFP inhibition
37	i	21%
38	3.8%	-4%
39	0.4%	-6%
40	1.0%	7%
41	1.0%	-8%
42	0.3%	-26%
43	2.1%	-1%
44	5.8%	-13%
45	2.0%	3%
46	0.3%	-3%
47	5.8%	nt
48	1.4%	-3%

# Other structures follow.
no.	SMILES	H1N1 NS1A inhibition	M. tuberculosis	H37Rv inhibition
49	CCN(CC#CCC(O)(c1ccccc1)C1CCCC1)C(C)C (configuration not stated)	-2%	16%	0%
50	NC(=O)NC(Cc1ccccc1)C(=O)Nc1ccc(S(N)(=O)=O)cc1 (configuration not stated)	-3%	-17%	1%
51	Oc1ccc2ccccc2c1N=Nc1ccccn1	14µM*	15%	?
52	CCOC(=O)c1nccnc1C(=O)Nc1cccc(C(F)(F)F)c1	-7%	4%	7%
53	Cc1csc(SCC(=O)O)n1	0%	-1%	2%
54	Cc1cccc(NC(=O)CSCC(=O)NCc2cccc(C(F)(F)F)c2)c1	-7%	63%	-11%
55	CCn1c(=O)cc(SCC(=O)NCc2ccccn2)c2ccccc21	0%	-3%	-2%
56	O=C1Cc2c([nH]c3ccc(Br)cc23)-c2ccccc2N1	-11%	nt	nt
57	CCCOc1ccc(N2C(=O)CC(N(C(=O)c3ccco3)c3ccc(OCCC)cc3)C2=O)cc1 (configuration not stated)	6%	5%	-2%
58	Cc1nn(-c2ccccc2)c(C)c1/C=N/n1c(-c2ccc(Cl)cc2)n[nH]c1=S	3%	-18%	3%
59	Fc1ccc(OCc2nc(-c3ccc(Br)o3)no2)c(F)c1	18%	nt	-4%
60	NC(CSC1(c2cccc3ccccc23)c2ccccc2-c2ccccc21)C(=O)O (configuration not stated)	-12%	nt	nt

no.	inhibitors of VEEV	PhoP GFP inhibition
49	0.2%	-6%
50	2.2%	-3%
51	11%	0%
52	i	-3%
53	2.4%	7%
54	2.8%	-3%
55	3.5%	5%
56	5.5%	nt
57	i	-4%
58	0.1%	8%
59	1.8%	1%
60	0.8%	nt

# Part of the list above, showing only H37Rv inhibition and H1N1 NS1A inhibition:
entry | structure | H37Rv inhibition | H1N1 NS1A inhibition
56 | O=C1Cc2c([nH]c3ccc(Br)cc23)-c2ccccc2N1 | nt | -11%
51 | Oc1ccc2ccccc2c1N=Nc1ccccn1 | ? | 14µM*

# Other structures
no.	SMILES	H1N1 NS1A inhibition	M. tuberculosis	H37Rv inhibition
61	Cc1ccccc1CNC(=O)Cn1ccc2cc(S(=O)(=O)N3CCCCCC3)ccc21	-2%	3%	5%
62	S=C(Cc1ccc(-c2ccccc2)cc1)N1CCOCC1	nt	18%	4%
63	CN(C)c1ccc(NC(=O)Cn2cc3c(n2)CCCC3)cc1	19%	?	?
64	Cc1csc(NC(=O)CSc2nc3[nH]ncc3c(=O)[nH]2)n1	-6%	5%	2%
65	CCC(C)(C)NC(=O)C(c1ccccn1)N(C(=O)c1csnn1)c1ccccc1 (configuration not stated)	2%	11%	-5%
66	Cc1ccc(-n2nc3c(N4CCC(C(=O)NCc5cccc(F)c5)CC4)nnc(C)c3c2C)cc1	3%	70%	?
67	O=CNNC(=O)c1cccc([N+](=O)[O-])c1	-3%	-11%	9%
68	CC(=O)Nc1ccc(-c2nnn(CC(=O)c3ccccc3)n2)cc1Cl	2%	-17%	-2%
69	CCOc1ccc(-c2[nH]nc3c2C(c2ccc4c(c2)OCO4)C(C#N)=C(N)O3)cc1OC (configuration not stated)	15%	16%	-3%
70	O=C(NC(=O)C(F)(F)F)Nc1ccc(S(=O)(=O)Nc2nccs2)cc1	-21%	46%	1%
71	COc1cc(C(=O)Nc2ccc(S(=O)(=O)Nc3onc(C)c3C)cc2)cc(OC)c1OC	5%	-1%	-5%
72	CCS(=O)(=O)C1=NSC2=NC(=O)/C(=C\c3ccc(OC(=O)c4ccco4)cc3)C(=N)N21	6%	?	?

no.	inhibitors of VEEV	PhoP GFP inhibition
61	i	4%
62	0.8%	-7%
63	i	-5%
64	2.3%	-8%
65	i	-5%
66	1.5%	-1%
67	i	-10%
68	0.8%	3%
69	1.5%	-4%
70	0.2%	1%
71	0.7%	7%
72	0.3%	-8%

# (cont.)
no.	SMILES	H1N1 NS1A inhibition	M. tuberculosis	H37Rv inhibition
73	CCCSc1nc(N2CCCC2)c2c(c1C#N)CC(C)(C)OC2	20%	10%	7%
74	COc1ccc(NS(=O)(=O)c2cccc(C(=O)NCc3ccccc3CN3CCCC3)c2)cc1	6%	-20%	-12%
75	CSc1ccc(CN(C)C(=O)C2CCN(C(=O)Nc3ccccc3)CC2)cc1	-1%	45%	?
76	Cc1cc(=O)[nH]c(SCc2nc3ccccc3s2)n1	-3%	0%	-7%
77	O=C(Nc1cccc(Cl)c1)C1=Cc2cc(Cl)ccc2OC1	-17%	?	7%
78	COc1ccc(/C=C/C(=O)NCCNC(=O)c2ccccc2)cc1OC	-3%	12%	-3%

no.	inhibitors of VEEV	PhoP GFP inhibition
73	i	0%
74	i	nt
75	6.0%	nt
76	1.2%	17%
77	4.0%	-3%
78	1.5%	6%

# Of the compounds above, these have a thiophene ring, fused or not:
no.	SMILES	H1N1 NS1A inhibition	M. tuberculosis	H37Rv inhibition
7	CC(NC(=O)c1cc2sccc2n1C)c1ccc2c(c1)OCCO2 (configuration not stated)	9%	16%	?
46	N#CC1=C(N)Oc2cc(N)ccc2C1c1ccsc1 (configuration not stated)	-7%	-12%	-2%

no.	inhibitors of VEEV	PhoP GFP inhibition
7	?	-1%
46	0.3%	-3%

# Bioassay records (PubChem BioAssay)
